Source: PubChem (National Center for Advancing Translational Sciences (NCATS))
p53 reactivation: re-activators of mutant p53; H1299 p53-A138V BP100-luciferase reporter, luminescence, 24 h; Potency, µM (series often up to 92.2 µM), for the others: top-dose activity change, positive = activation, usual class: activators; actives 0.063% (n = 320,000); AID 504706; note: % of control where 0% means no effect; nearly all actives have a fitted effect of over 45% in size
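H1299 (p53-null), stable ts p53-A138V + BP100-Luc; 1000 cells/well, Opti-MEM/10% FBS; cpd 4 pt, 1:5; 24 h, 37 deg C, 5% CO2; detection reagent 10 min RT; luminescence.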
CXXC DNA block: inhibitors of human MLL CXXC domain-DNA interaction; actives 0.037% (n = 290,000); MLL-CXXC / FITC-HOXA9 DNA fluorescence polarization; AID 2662; Q03164; Potency, µM (titrated, usually from 115 µM), inactives show at the highest dose activity change, negative = inhibition, hits mostly inhibitors; active = well fitted inhibition curve with a large enough effect in the polarisation, with a control signal flat, not every such curve was filed as active; inconclusive = small, poorly fitted or top-dose-only effect, or effect the other way, or a change in a side signal; inactive = no such curve, though single readings can be large or run the other way; the % refers to the polarisation
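Purified MLL-CXXC (added from a 7 uM solution) was preincubated 5 min at ambient with pinned compounds in 50 mM Tris-HCl pH 7.5, 50 mM NaCl, 1 mM DTT, 0.05% BSA. Fluorescein-labeled HOX-A9 DNA (50 nM solution) followed, 30 min, then polarization read.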
MBNL1-CUG inh: blocks human MBNL1 binding to CUG repeat RNA; Q9NR56; TR-FRET MBNL1-His/biotin-(CUG)12 binding, 665/545 ratio; Potency, µM (titrated, usually from 57.5 µM), inactives show at the top dose activity change, negative = inhibition, actives largely listed as inhibitors; actives 0.036% (n = 280,000); AID 2675; active = well fitted inhibition curve with a large enough effect in the signal ratio, with a control signal flat, not every such curve was filed as active; inconclusive = small, poorly fitted or top-dose-only effect, or effect the other way, or a change in a side signal; inactive = no such curve, though single readings can be large or run the other way; the % refers to the signal ratio; note: % is set by controls: 0 for no effect and ±100 for the full control effect
Target sequence (Q9NR56 whole entry, looked up): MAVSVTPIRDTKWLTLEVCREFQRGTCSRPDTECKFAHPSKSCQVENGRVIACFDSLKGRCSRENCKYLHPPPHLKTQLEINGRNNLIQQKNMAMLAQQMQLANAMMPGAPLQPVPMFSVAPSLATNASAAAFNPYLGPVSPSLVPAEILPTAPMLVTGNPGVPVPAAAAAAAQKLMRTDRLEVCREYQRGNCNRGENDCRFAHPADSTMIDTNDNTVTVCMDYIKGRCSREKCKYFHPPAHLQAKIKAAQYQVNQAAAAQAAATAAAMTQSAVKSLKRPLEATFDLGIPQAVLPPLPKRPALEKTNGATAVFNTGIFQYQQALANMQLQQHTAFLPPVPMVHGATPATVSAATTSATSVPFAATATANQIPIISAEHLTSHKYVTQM
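Compounds (final 92 nM to 58 uM) are added to His-tagged MBNL1 and biotin-(CUG)12, then terbium anti-His antibody and streptavidin-XL665 (5 nM final). After 60 min at room temperature, the 665/545 nm ratio is read.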
NPC1 promoter act: activators of NPC1 promoter; AID 485313; Potency, µM (top dose mostly 9.22 µM), without a hit: top-dose activation, usual class: activators; actives 2.4% (n = 320,000); Huh7 NPC1 promoter luciferase reporter, 24 h;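 note: % of control where 0% means no effect; nearly all actives have a fitted effect of over 60% in size; reporter is driven by a mutant NPC1 promoter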
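Luminescence from an NPC1 promoter-driven luciferase reporter in stably transfected Huh7 cells was measured after 24 h compound treatment at 37 °C, followed by 10 min ambient incubation with luciferase detection reagent.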
FLuc modulator: firefly luciferase modulation, counter-screen for miR-21 project | P08659 | purified FLuc, Km substrates, luminescence inhibition | Potency, µM (top dose mostly 57.5 µM), without a hit: at the top dose activity change, negative = inhibition, most hits filed as inhibitors | actives 6.9% (n = 360,000) | AID 588342;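 note: plate controls were vehicle for no effect and reference inhibitor for full effect; nearly all actives have a fitted effect of over 55% in size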
Target sequence (P08659 whole entry, looked up): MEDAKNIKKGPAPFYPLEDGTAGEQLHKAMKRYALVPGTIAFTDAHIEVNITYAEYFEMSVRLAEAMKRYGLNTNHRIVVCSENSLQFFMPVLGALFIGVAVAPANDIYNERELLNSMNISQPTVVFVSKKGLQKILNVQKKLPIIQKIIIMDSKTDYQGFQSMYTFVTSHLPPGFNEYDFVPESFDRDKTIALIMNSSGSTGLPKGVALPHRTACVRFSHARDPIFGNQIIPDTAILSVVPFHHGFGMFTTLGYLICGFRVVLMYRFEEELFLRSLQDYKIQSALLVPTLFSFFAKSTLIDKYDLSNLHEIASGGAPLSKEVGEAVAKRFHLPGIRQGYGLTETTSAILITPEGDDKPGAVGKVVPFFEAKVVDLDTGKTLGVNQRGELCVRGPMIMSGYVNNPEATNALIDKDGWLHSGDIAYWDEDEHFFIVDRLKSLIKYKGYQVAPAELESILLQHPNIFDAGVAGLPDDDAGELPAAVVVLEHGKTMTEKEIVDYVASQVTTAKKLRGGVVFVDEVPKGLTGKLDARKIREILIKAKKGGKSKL
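Biochemical qHTS of compounds, final roughly 60 µM downward over six points, against 10 nM purified firefly luciferase using Km concentrations of substrates (10 uM D-luciferin, 10 uM ATP) in Tris acetate pH 7.5 buffer; luminescence output.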
Rab9 promoter act: Rab9 promoter activation; Potency, µM (top dose mostly 9.22 µM), for inactives: at the highest dose activation, negative = inhibition, hits mostly activators; actives 2.8% (n = 320,000); Huh7 Rab9 promoter-luciferase reporter, luminescence, 24 h; note: % of control where 0% means no effect; nearly all actives have a fitted effect of over 60% in size
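Huh7 cells stably carrying a Rab9 promoter-luciferase reporter, 1500 cells per well in OP-MEM I with 10% FBS, treated with compound 24 hours at 37C. Luciferase activity read by luminescence after 10 minutes with Amplite reagent.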
RORgamma inh: inhibitors of mouse ROR gamma transcriptional activity | P51450 | Drosophila S2 Gal4-RORgamma UAS-luciferase reporter, 20 h | Potency, µM (doses to about 53.6 µM), for the others: at the highest dose activity change, negative = inhibition, most hits filed as inhibitors | actives 5.4% (n = 310,000) | AID 2551; note: % is set by controls: 0 for no effect and ±100 for the full control effect; nearly all actives have a fitted effect of over 60% in size
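In this cell-based reporter format, copper sulfate (700 uM final) drives Gal4–ROR gamma fusion expression from a metallothionein promoter in Drosophila Schneider cells; compounds preincubated 1 hr, reporter read after 20 hr at ambient temperature.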
ELG1 genotoxic: genotoxicity induction in ELG1-luciferase HEK293T cells. AID 504466. Potency, µM (highest dose often 46 µM), without a hit: at the top dose activity change, positive = activation, hits mostly activators. actives 1.3% (n = 330,000). HEK293T ELG1-luciferase reporter, luminescence, 16 h; note: % of control where 0% means no effect; nearly all actives have a fitted effect of over 60% in size
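Genotoxicity was scored as increased ELG1-luciferase reporter signal, measured by ONE-Glo luminescence (30 min, room temperature). Compound or vehicle exposure of the HEK293T reporter cells lasted 16 hr at 37°C.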
VP16 counter: Gal4-VP16 reporter inhibition counter-screen; Potency, µM (titrated, usually from 53.6 µM), for the others: at the highest dose activity, negative = inhibition, actives largely listed as inhibitors; AID 2546; Drosophila S2 Gal4-VP16 UAS-luciferase, luminescence, 20 h; actives 3.5% (n = 310,000);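 note: Gal4-VP16 expression switched on by copper sulfate through the metallothionein promoter; % is set by controls: 0 for no effect and ±100 for the full control effect; nearly all actives have a fitted effect of over 50% in size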
BRCA1 expr act: activators of BRCA1 expression; MCF7-BRCA1-FFLuc reporter, luminescence, 48 h; response scale: scaled: vehicle 0%, 10 µM genistein 100%; Potency, µM (series often up to 46.1 µM), inactives show at the highest dose activation, usual class: activators; actives 1.1% (n = 380,000); AID 624202; note: nearly all actives have a fitted effect of over 80% in size; some results filed as inactive show a strong effect at the top dose
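First, MCF7-BRCA1-FFLuc cells (2000/well) attach for 2 h; next, compounds are pin-added and incubated 48 h at 37 °C; finally, luciferase reagent is added and luminescence read after 15 min.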
uPA surface inh: inhibitors of cell surface uPA generation; cell surface uPA generation assay, qHTS; Potency, µM (titrated, usually from 38.3 µM), inactives show at the highest dose activity change, negative = inhibition, most hits filed as inhibitors; actives 0.31% (n = 330,000); active = well fitted inhibition curve with a large enough effect; inconclusive = small, poorly fitted or top-dose-only effect; inactive = no such curve, though single readings can be large or run the other way; tested in mouse RAW 264.7 cells; note: % is set by controls: 0 for no effect and ±100 for the full control effect; nearly all actives have a fitted effect of over 55% in size
Numbers without * were called inactive; [ ] = another dose, or the depositor's remark. Unless noted, calls come from the whole dose curve; as a rule, active = well fitted curve in the direction sought with a large enough effect; inconclusive = small, poorly fitted or top-dose-only effect, or another doubt; inactive = no such curve, though single readings can be large; an effect the other way counts as inactive or inconclusive. Potency is the fitted concentration of half-maximal effect. This is a subset. The share of hits here may be higher or lower than overall.

For O=c1[nH]cnc2nn(-c3ccccc3)nc12 the results were p53 reactivation 25%, CXXC DNA block -8%, MBNL1-CUG inh 16%, NPC1 promoter act inconclusive, FLuc modulator 21µM*, Rab9 promoter act inconclusive, RORgamma inh -1%, ELG1 genotoxic inconclusive, VP16 counter -2%, BRCA1 expr act inconclusive and uPA surface inh -2%.
For COc1cc2ccccc2cc1C(=O)NNC(=O)c1ccccc1O the results were p53 reactivation 2%, CXXC DNA block 20%, MBNL1-CUG inh 1%, NPC1 promoter act 2%, FLuc modulator inconclusive, Rab9 promoter act 7%, RORgamma inh 11µM*, ELG1 genotoxic 16% and VP16 counter inconclusive.
Cc1cc(O)c(Sc2ncn[nH]2)cc1NS(=O)(=O)c1ccc(Cl)cc1 was read as p53 reactivation 4%, NPC1 promoter act 0%, FLuc modulator 4%, Rab9 promoter act 2%, ELG1 genotoxic -1%, BRCA1 expr act -8% and uPA surface inh 1%.
Screening Cc1ccc(C2(O)CN(c3ccccc3C)C3=[N+]2CCS3)cc1 (configuration not stated) returned p53 reactivation 4%, CXXC DNA block 6%, MBNL1-CUG inh -9%, NPC1 promoter act 0%, FLuc modulator 5%, Rab9 promoter act -1%, RORgamma inh -40%, ELG1 genotoxic -5%, VP16 counter inconclusive, BRCA1 expr act -23% and uPA surface inh 5%.
`COc1ccc(CN2CCn3ncc(C(=O)Nc4cccc(C)c4)c3C2=O)cc1` gave p53 reactivation inconclusive, CXXC DNA block 2%, MBNL1-CUG inh -13%, NPC1 promoter act -1%, FLuc modulator -3%, Rab9 promoter act 9%, RORgamma inh -4%, ELG1 genotoxic -3%, VP16 counter -20%, BRCA1 expr act -3% and uPA surface inh 11%.
For CC(C)(C)c1ccc(-c2cc(-c3ccccc3O)[nH]n2)cc1 the results were p53 reactivation -6%, CXXC DNA block -13%, MBNL1-CUG inh -7%, NPC1 promoter act 0.32µM*, FLuc modulator 0.76µM*, Rab9 promoter act 0.28µM*, RORgamma inh inconclusive, ELG1 genotoxic 0.58µM*, VP16 counter 7.1µM*, BRCA1 expr act -62%[inhibitor] and uPA surface inh 3%.
Cc1cccc2cc(CN(CCCN3CCOCC3)Cc3nnnn3C(C)(C)C)c(=O)[nH]c12 was read as p53 reactivation -1%, CXXC DNA block 5%, MBNL1-CUG inh 8%, NPC1 promoter act -3%, FLuc modulator 2%, Rab9 promoter act -3%, RORgamma inh -1%, ELG1 genotoxic 4%, VP16 counter 12%, BRCA1 expr act 1% and uPA surface inh -10%.
For CC(=O)/C=C/c1ccc(C)o1 the results were p53 reactivation -4%, CXXC DNA block 5%, MBNL1-CUG inh 1%, NPC1 promoter act -1%, FLuc modulator -8%, Rab9 promoter act -4%, RORgamma inh -10%, ELG1 genotoxic 30%, VP16 counter 3%, BRCA1 expr act -3% and uPA surface inh -5%.
Screening CCOC(=O)C1(Cc2cccc(OC)c2)CCN(Cc2ccon2)CC1 returned p53 reactivation -4%, CXXC DNA block -1%, MBNL1-CUG inh -5%, NPC1 promoter act -4%, FLuc modulator -2%, Rab9 promoter act -3%, RORgamma inh -5%, ELG1 genotoxic -11%, VP16 counter -27%, BRCA1 expr act -31% and uPA surface inh 6%.
Screening CC(C)Cn1c(-c2ccc(F)cc2)n[nH]c1=S returned p53 reactivation -6%, CXXC DNA block 10%, MBNL1-CUG inh -5%, NPC1 promoter act 1%, FLuc modulator 1%, Rab9 promoter act 0%, RORgamma inh 7.1µM*, ELG1 genotoxic 1%, VP16 counter 10µM*, BRCA1 expr act -11% and uPA surface inh 1%.
Screening Cc1cccc(Cn2nnc3c2C(=O)c2ccccc2C3=O)c1 returned p53 reactivation inconclusive, CXXC DNA block 0%, MBNL1-CUG inh inconclusive, NPC1 promoter act 4%, FLuc modulator -1%, Rab9 promoter act 4%, RORgamma inh 6%, ELG1 genotoxic 0%, VP16 counter -5%, BRCA1 expr act -2%[1.84 µM] and uPA surface inh 0%.
`COC(=O)CN1C(=O)C(O)(CC(=O)c2ccc(C)cc2)c2ccccc21` (configuration not stated) gave p53 reactivation 8%, CXXC DNA block 1%, MBNL1-CUG inh -2%, NPC1 promoter act -4%, FLuc modulator -2%, Rab9 promoter act 2%, RORgamma inh -1%, ELG1 genotoxic -3%, VP16 counter -4%, BRCA1 expr act 1% and uPA surface inh 5%.
Screening NC(=O)Cn1nc(C(F)(F)F)c2c1CCCC2 returned p53 reactivation -3%, CXXC DNA block -7%, MBNL1-CUG inh -3%, NPC1 promoter act -11%, FLuc modulator 0%, Rab9 promoter act -8%, RORgamma inh inconclusive, ELG1 genotoxic -7%, VP16 counter 1%, BRCA1 expr act 18% and uPA surface inh 19%.
For O=C(CCn1ccc2cc(S(=O)(=O)N3CCCC3)ccc21)NCc1ccccc1 the results were p53 reactivation 1%, CXXC DNA block 19%, MBNL1-CUG inh -4%, NPC1 promoter act -3%, FLuc modulator 1%, Rab9 promoter act 3%, RORgamma inh 1%, ELG1 genotoxic -3%, VP16 counter -2%, BRCA1 expr act 3% and uPA surface inh -1%.
Screening Cc1cc(=O)oc(C)c1C(=O)N1CCN(Cc2ccc3c(c2)OCO3)CC1 returned p53 reactivation 0%, CXXC DNA block 2%, MBNL1-CUG inh -4%, NPC1 promoter act -3%, FLuc modulator -1%, Rab9 promoter act -6%, RORgamma inh 1%, ELG1 genotoxic -1%, VP16 counter 5%, BRCA1 expr act 0% and uPA surface inh 1%.
For COc1ccccc1OCC(=O)NCc1ccco1 the results were p53 reactivation 0%, CXXC DNA block -8%, MBNL1-CUG inh 7%, NPC1 promoter act -2%, FLuc modulator 3%, Rab9 promoter act 5%, RORgamma inh 3%, ELG1 genotoxic 2%, VP16 counter 24% and BRCA1 expr act 1%.
Cc1cc(OC(C)C(=O)N2CCN(c3ccc(F)cc3)CC2)c2c(C)cc(=O)oc2c1 (configuration not stated) was read as p53 reactivation 0%, CXXC DNA block -3%, MBNL1-CUG inh 0%, NPC1 promoter act 1%, FLuc modulator 1%, Rab9 promoter act 7%, RORgamma inh -11%, ELG1 genotoxic -4%[9.26 µM], VP16 counter -2%, BRCA1 expr act 2% and uPA surface inh 9%.
`CCOC(=O)c1cc(CC)sc1/N=C/C1C(=O)CC(C)(C)CC1=O` gave p53 reactivation 5%, CXXC DNA block 1%, MBNL1-CUG inh 0%, NPC1 promoter act 1%, FLuc modulator 1%, Rab9 promoter act -4%, RORgamma inh 9%, ELG1 genotoxic -1%, VP16 counter -1%, BRCA1 expr act -1% and uPA surface inh 5%.
O=C(NCc1ccncc1)C12CC3CC(CC(C3)C1)C2 was read as p53 reactivation -2%, CXXC DNA block -2%, MBNL1-CUG inh -13%, NPC1 promoter act -2%, FLuc modulator 6%, Rab9 promoter act 3%, RORgamma inh 8%, ELG1 genotoxic -3%, VP16 counter -22%, BRCA1 expr act -3% and uPA surface inh 2%.
COc1ccc(/C=C2\CCc3ccccc3C2=O)c(OC)c1OC was read as p53 reactivation inconclusive, CXXC DNA block 11%, MBNL1-CUG inh inconclusive, NPC1 promoter act 17%, FLuc modulator inconclusive, Rab9 promoter act inconclusive, RORgamma inh 39%, ELG1 genotoxic inconclusive, VP16 counter inconclusive, BRCA1 expr act 43% and uPA surface inh -7%.

Three entries already listed, arranged by formula weight, falling:
Cc1cc(OC(C)C(=O)N2CCN(c3ccc(F)cc3)CC2)c2c(C)cc(=O)oc2c1 (configuration not stated) was read as p53 reactivation 0%, CXXC DNA block -3%, MBNL1-CUG inh 0%, NPC1 promoter act 1%, FLuc modulator 1%, Rab9 promoter act 7%, RORgamma inh -11%, ELG1 genotoxic -4%[9.26 µM], VP16 counter -2%, BRCA1 expr act 2% and uPA surface inh 9%.
Screening Cc1cccc(Cn2nnc3c2C(=O)c2ccccc2C3=O)c1 returned p53 reactivation inconclusive, CXXC DNA block 0%, MBNL1-CUG inh inconclusive, NPC1 promoter act 4%, FLuc modulator -1%, Rab9 promoter act 4%, RORgamma inh 6%, ELG1 genotoxic 0%, VP16 counter -5%, BRCA1 expr act -2%[1.84 µM] and uPA surface inh 0%.
For O=c1[nH]cnc2nn(-c3ccccc3)nc12 the results were p53 reactivation 25%, CXXC DNA block -8%, MBNL1-CUG inh 16%, NPC1 promoter act inconclusive, FLuc modulator 21µM*, Rab9 promoter act inconclusive, RORgamma inh -1%, ELG1 genotoxic inconclusive, VP16 counter -2%, BRCA1 expr act inconclusive and uPA surface inh -2%.
